Screening results: PubChem, National Center for Advancing Translational Sciences (NCATS)
NTMT1 inh: inhibitors of human N-terminal methyltransferase NTMT1; Q9BV86; NTMT1 MTase-Glo SAH luminescence, purified enzyme; Potency, µM (titrated, usually from 114 µM), for the others: at the top dose activity change, negative = inhibition, actives largely listed as inhibitors; actives 2.5% (n = 59,000); AID 1645870;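 further: plate controls were DMSO vehicle for no effect and no enzyme for full effect; nearly all actives have a fitted effect of over 65% in size; many of its hits are not listed in these tables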
Target sequence (Q9BV86 whole entry, looked up): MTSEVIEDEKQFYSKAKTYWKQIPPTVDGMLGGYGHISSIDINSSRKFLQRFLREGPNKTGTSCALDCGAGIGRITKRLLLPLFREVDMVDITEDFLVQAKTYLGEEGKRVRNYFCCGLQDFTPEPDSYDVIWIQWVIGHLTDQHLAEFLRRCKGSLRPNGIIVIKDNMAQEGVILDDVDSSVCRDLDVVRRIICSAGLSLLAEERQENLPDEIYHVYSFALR
FH mod: Identification of activators of human fumarate hydratase by quantitative high-throughput screening; FH coupled MDH/diaphorase resazurin fluorescence, 15 min; Potency, µM (titrated, usually from 79.9 µM), without a hit: top-dose activity change, negative = inhibition, usual class: inhibitors; Fumarate hydratase, mitochondrial (Homo sapiens), P07954; actives 0.22% (n = 54,000); further: the screen sought activators but most active calls are inhibition curves; nearly all actives have a fitted effect of over 45% in size
Target sequence (P07954 whole entry, looked up): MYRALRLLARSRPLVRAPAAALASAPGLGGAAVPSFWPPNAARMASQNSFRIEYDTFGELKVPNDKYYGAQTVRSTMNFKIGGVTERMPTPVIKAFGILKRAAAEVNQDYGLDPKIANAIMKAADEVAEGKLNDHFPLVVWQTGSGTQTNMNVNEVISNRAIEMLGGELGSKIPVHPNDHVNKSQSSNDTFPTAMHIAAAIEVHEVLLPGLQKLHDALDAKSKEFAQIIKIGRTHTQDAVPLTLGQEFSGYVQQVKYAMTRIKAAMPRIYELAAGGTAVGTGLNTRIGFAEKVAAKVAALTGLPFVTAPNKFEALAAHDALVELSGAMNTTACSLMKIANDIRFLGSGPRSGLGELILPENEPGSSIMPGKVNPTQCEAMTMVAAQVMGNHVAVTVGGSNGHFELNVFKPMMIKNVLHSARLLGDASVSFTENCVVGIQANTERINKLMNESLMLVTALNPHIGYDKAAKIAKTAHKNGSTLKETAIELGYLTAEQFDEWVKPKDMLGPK
Starred values were filed as active, the others as inactive; ? = inconclusive; · = no result given; & = joins results of further samples; [ ] = dose if it differs, or a comment. The call rests on the fitted dose curve; in most records, active means well fitted curve in the direction sought with a large enough effect; inconclusive means small, poorly fitted or top-dose-only effect, or another doubt; inactive means no such curve, though single readings can be large; an effect the other way counts as inactive or inconclusive. Unless noted, on the % scale 0 is the no-effect control and ±100 the full control effect; potency means the concentration at half of the fitted maximal effect. Only part of the results is shown, so the mix of outcomes need not match the whole.

Each structure is followed by: NTMT1 inh | FH mod
> COc1cc(OC)c2c(c1)OC(=O)CC2c1ccc2c(c1)OCO2 (stereo unspecified)
→ 11%[228 µM] | ·
> O=C1c2ccccc2C(=O)N1c1cccc(=O)[nH]1
→ -2% | ·
> CC1(C)CCc2cc(S(=O)(=O)N3CCN(S(=O)(=O)c4c(F)cccc4F)CC3)ccc2O1
→ 14%&-21% | ·
> Cc1cc(-c2nc(Nc3ccc(F)c(F)c3)c3ccccc3n2)cc(C)n1
→ ? | ·
> CC(C)c1ccc(=O)n(CC(=O)NCCc2ccccc2)n1
→ 19% | ·
> Cc1ccc(-c2cc(C(=O)Nc3ccn[nH]3)c3ccccc3n2)cc1C
→ ? | ·
> CC(C)N1CCc2c(-c3nc4ccccc4s3)csc2C1
→ 0% | ·
> Cc1ccc(NS(=O)(=O)c2cc3c(cc2-c2ccsc2)NC(=O)CO3)cc1C
→ 6% | ·
> COC(=O)c1ccc(Cn2ncc3c4sc(C)cc4n(C)c3c2=O)cc1
→ 6% | ·
> Cc1cc(NS(=O)(=O)c2ccc(NC(=O)Cc3ccc(C)c(F)c3)cc2)no1
→ 12% | ·

Overlap with the part before: 2 entries; new compounds follow.
Each structure is followed by: NTMT1 inh | FH mod
> COC(=O)c1ccc(Cn2ncc3c4sc(C)cc4n(C)c3c2=O)cc1
→ 6% | ·
> Cc1cc(NS(=O)(=O)c2ccc(NC(=O)Cc3ccc(C)c(F)c3)cc2)no1
→ 12% | ·
> NCCCCC(=O)Nc1ccc(Cl)cc1C(=O)c1ccc[nH]1
→ 8% | ·
> CCCn1c(-c2ccc(F)cc2)nc2c(NC(C)CN(C)C)nc(C)nc21 (stereo unspecified)
→ -22% | ·
> Oc1ccc(COCc2ccccc2)c2cccnc12
→ 4% | ·
> Cc1noc(C)c1-c1ccc2ncnc(NCc3ccc(C(F)(F)F)cc3)c2c1
→ 14% | ·
> O=[S+]([O-])(c1ccc2c(c1)OCCO2)N1CCN([S+](=O)([O-])c2c(F)cc(O)cc2F)CC1
→ 8% | ·
> CS(=O)(=O)c1ccc([C@@H](CC2CCCC2)C(=O)Nc2nccs2)cc1
→ 3% | ·
> N=C1CCCN1Cc1[nH]c(=O)[nH]c(=O)c1Cl
→ 14% | ·
> COc1cccc(C2C(C#N)=C(NC(=O)NCc3ccccc3)Oc3ccc4ccccc4c32)c1 (stereo unspecified)
→ 8%[57.5 µM] | ·
> O=C(NCCc1nc2ccccc2n1CCO)C1CCCCC1
→ 12% | ·
> COc1ccc(NC(=O)c2cnn3c(-c4ccccc4)cc(C)nc23)cc1
→ 0% | ·
> N#Cc1ccc(N(Cc2ccc(Br)cc2)n2cnnc2)cc1
→ -2% | ·
> CCOC(=O)C1CCN(C(=O)C(C)(C)NC(=O)Nc2cccc(OC)c2)CC1
→ 8%[57.5 µM] | ·
> Cc1cccc(C)c1-n1c(SCC(=O)Nc2ccc(C(=O)O)cc2)nnc1-c1ccc([S+](=O)([O-])N2CCCC2)cc1
→ -7% | ·
> Cc1cc(NS(=O)(=O)c2ccc(NC(=O)Cc3ccc4ccccc4c3)cc2)no1
→ 2% | ·
> O=S(=O)(Nc1ccc2ccccc2c1)c1ccc(NCc2cccc(Cl)c2O)cc1
→ -1% | ·
> Cc1ccc(Cl)cc1NS(=O)(=O)c1cc2c(cc1Cl)CCC(=O)N2
→ -11% | ·
> O=C1CCCC2=C1C(c1cccnc1)N=C(Nc1nc3ccccc3o1)N2 (stereo unspecified)
→ 6% | ·
> COc1ccnc(NC(=S)N2CCN(c3ncc(C(F)(F)F)cc3Cl)CC2)c1
→ ? | ·
> CC1(C)CCC(C)(C)c2cc([S+](=O)([O-])N3CCN([S+](=O)([O-])c4c(F)cccc4F)CC3)ccc21
→ 2%[57.5 µM] | ·
> O=C(NCCCn1ccnc1)c1nn2c(C(F)(F)F)cc(-c3ccc(Br)cc3)nc2c1Cl
→ 6% | ·
> CCCCCn1ncc2c3sc(C)cc3n(C)c2c1=O
→ ? | ·
> CN(C)c1cccc(-c2cnc(N3CCC(C(N)=O)CC3)nc2)c1
→ -1% | ·
> NC(=O)C1CCN(c2ncc(-c3ccc4c(c3)OCCCO4)s2)CC1
→ 2% | ·
> Cc1ccc(OCCn2c(CCNC(=O)c3ccccc3C)nc3ccccc32)cc1
→ 8% | ·
> Cc1cc(C)n2ncc(C(=O)Nc3ccc(C#N)cc3)c2n1
→ 14% | ·
> COc1ccc(NC(=O)c2cnn3c(C)cc(C)nc23)cc1OC
→ -1% | ·
> Cc1cc(C)nc(NC(=S)N2CCN(c3cccc(C#N)c3)CC2)c1
→ ? | ·
> Cc1ccc(S(=O)(=O)Nc2cccc3ccc(C)nc23)cc1
→ 20% | ·
> CC(C)Nc1nc(C#N)nc(Nc2ccccc2)n1
→ 6% | ·
> CC(C)N1CCc2c(sc(NC(=O)C(F)F)c2-c2nc3ccccc3s2)C1
→ -1% | ·
> CCOC(=O)c1ccc2c(c1)c(C(C)=O)c(C)n2-c1ccc(OC)cc1
→ -2% | ·
> CCCCN(C)C(=O)Cn1nc(-c2ccc(C(C)=O)cc2)ccc1=O
→ 10% | ·
> Cc1ccc(NC(=O)CN2C(=O)N/C(=C\c3cccn3-c3ccc(C(=O)NC#N)cc3)C2=O)cc1
→ ? | ·
> CCCn1c(C)nc2c(NCCCN(C)C)nc(C)nc21
→ -10% | ·
> Cc1cc(C)nc(NCc2ccc(O)c3ncccc23)c1
→ -4% | ·
> Cn1nnnc1Sc1ncnc2scc(-c3cccc(N)c3)c12
→ ? | ·
> O=C(Nc1nc(-c2ccccc2)cs1)c1ccccc1[N+](=O)[O-]
→ -7%[57.5 µM] | ·
> N=c1c2c(ccn1CCCc1ccccc1)Oc1ccc3ccccc3c1C2c1ccccc1 (stereo unspecified)
→ -17% | ·
> Cc1c[nH]c2nc(Nc3ccc(N4CCN(C)CC4)c(F)c3)nc(-c3cccc(CC#N)c3)c12
→ 25µM* | ·
> CC(C)(C)NS(=O)(=O)c1cccc(-c2nnc(SCC(=O)Nc3ccc(C(=O)O)cc3)n2-c2ccc(F)cc2)c1
→ ? | ·
> CN(CC(=O)Nc1ccc(N2CCOCC2)cc1)Cc1ccccc1O
→ 17% | ·
> C[C@@H]1CN(S(=O)(=O)c2ccc3c(c2)OCCO3)CCN1S(=O)(=O)c1c(F)cccc1F
→ 1% | ·
> CNC(=O)Cn1cc(-c2ccc3c(c2)C(F)CC32NC(=O)N(CC(=O)N(Cc3ccc(F)cc3)[C@@H](C)C(F)(F)F)C2=O)cn1 (stereo partly specified)
→ ? | ·
> O=C1CCCC2=C1C(c1[nH]ncc1Cl)N=C(Nc1nc3cc(Br)ccc3o1)N2 (stereo unspecified)
→ -7%[57.5 µM] | ·
> C=CC(=O)N1CCC(C2CCNc3c(C(N)=O)c(-c4ccc(Oc5ccccc5)cc4)nn32)CC1 (stereo unspecified)
→ -4% | ·
> O=C(CNC(=O)c1ccc2cc[nH]c2c1)OC(C(=O)Nc1cc(C(F)(F)F)ccc1Cl)c1ccccc1 (stereo unspecified)
→ 7% | ·
> COc1ccc(C2Nc3ccccc3C(=O)N2Cc2ccco2)cc1COc1c(C)cc(NC(C)=O)cc1C (stereo unspecified)
→ ? | ·
> CCn1cnc2c(Nc3ccc(Cc4cccnc4)cc3)nc(C#N)nc21
→ ? | ·
> COCC1CCCN(C(=O)CC(c2ccc3c(c2)OCO3)c2c(O)cc(OC)cc2OC)C1 (stereo unspecified)
→ 9%[228 µM] | ·
> Cc1cnc(-c2ccccc2OC(C)C)nc1NCc1ccc(-n2ccnn2)cc1
→ 0%[57.5 µM] | ·

(listing goes on)
canonical_smiles	NTMT1 inh	FH mod
O=S(=O)(Nc1cnc2ccccc2c1)c1ccc(NCc2ccc(Br)cc2O)cc1	-4%	·
Fc1cc(Nc2nc(-c3ccncc3)nc3ccccc23)ccc1N1CCNCC1	10µM*	·
S=C(Nc1ccccn1)c1ccccn1	8.9µM*	·
O=C(Cc1ccc(Cl)c(Cl)c1)Nc1ccc(S(=O)(=O)O)cc1	27%	·
N#Cc1cccc(-c2noc(-c3ccccc3F)n2)c1	6%	·
CC(C)c1ccccc1SC1=NS(=O)(=O)c2ccccc21	-2%	·
Oc1cc(NCc2ccccc2)cc2cccnc12	4%[57.5 µM]	·
CCCn1c(-c2ccc(F)cc2)nc2c(NCCN(CC)CC)nc(C)nc21	-28%	·
COc1cc(O)c(C(CC(=O)N2CC(C)CC(C)C2)c2ccc3c(c2)OCCO3)c(OC)c1 (stereo unspecified)	43%[activator]	·
O=C(Nc1nnc(-c2ccncc2)s1)Nc1cccc2ccccc12	-25%	·
O=C(Nc1ccc([S+](=O)([O-])Nc2nccs2)cc1)c1ncn[nH]1	-11%	·
Oc1cc(NCCc2cccnc2)cc2cccnc12	-1%	·
Cc1cc2c(s1)c(C#N)c(C(=O)NCc1ccccc1F)n2C	0%[57.5 µM]	·
CCCn1c(-c2ccc(F)cc2)nc2c(NCCN(C(C)C)C(C)C)nc(C)nc21	?	·
CN(C)[S+](=O)([O-])c1ccc(-c2ccc(=O)n(CC(=O)NCCc3ccccc3)n2)cc1	4%	·
Cc1nc2ccc(C(=O)N3CCC4(CC3)CC(=O)c3c(cnn3C(C)C)C4)cc2[nH]1	-4%	·
Cc1cc(C)nc(NC(=S)N2CCN(c3ccc(Cl)nn3)CC2)c1	?	·
O=C1CCCC2=C1C(c1[nH]ncc1Cl)N=C(Nc1ccn[nH]1)N2 (stereo unspecified)	10%	·
Cc1cnc(-c2ccccc2C(C)C)nc1NCc1ccc(-c2ccc(F)nc2)cc1	12%	·
CC(=O)N1CCN(C(=O)COC(=O)c2ccc([S+](C)(=O)[O-])c([N+](=O)[O-])c2)CC1	13%[57.5 µM]	·

Entries shown so far that have a nitro group on carbon, in the order listed:
canonical_smiles	NTMT1 inh	FH mod
O=C(Nc1nc(-c2ccccc2)cs1)c1ccccc1[N+](=O)[O-]	-7%[57.5 µM]	·
CC(=O)N1CCN(C(=O)COC(=O)c2ccc([S+](C)(=O)[O-])c([N+](=O)[O-])c2)CC1	13%[57.5 µM]	·

(further entries)
canonical_smiles	NTMT1 inh	FH mod
FC(F)(F)c1cccc(Nc2ccc(CNc3nc(-c4ccccc4C(F)(F)F)nc4ccccc34)cc2)c1	21%	·
O=C(Cn1nc(C2CC2)ccc1=O)NCCc1ccccc1	10%	·
O=S1(=O)N=C(Sc2cccc3cccnc23)c2ccccc21	?	·
O=S(=O)(c1cccc(Br)c1)N1CCN(S(=O)(=O)c2ccc3c(c2)OCCO3)CC1	3%	·
O=C(O)c1ccc2c(c1)C(=O)N([C@@H](Cc1ccc(O)cc1)C(=O)O)C2=O	7%	·
N#CN1CCC(NC(=O)c2ccc(F)cc2)CC1	11%	·
CCCn1c(-c2ccc(F)cc2)nc2c(NC3CCN(Cc4ccccc4)CC3)nc(C)nc21	?	·
Cc1noc(C)c1N[S+](=O)([O-])c1ccc(NC(=O)Cc2ccc(Cl)c(Cl)c2)cc1	16%	·
CCOc1ccc(CCNC(=O)CN(C)C)cc1OCC	4%	·
Cc1csc(CNc2ncnc3ccc(-c4ccc5c(c4)OCO5)cc23)n1	-27%	·
COC(=O)c1c(NC(=O)COC(=O)c2ccc(Cl)cc2[N+](=O)[O-])sc2c1CCCCC2	12%	·
Cc1csc(CNc2ncnc3ccc(-c4ccc(C(C)O)o4)cc23)n1 (stereo unspecified)	?	·
CC(C)(C)c1ccc(C(=O)Nc2ccc(-c3nc4ccccc4[nH]3)cc2)cc1	5%	·
Cc1ccc(OCCn2c(CCNC(=O)c3ccc(Br)cc3)nc3ccccc32)cc1	-17%	·
O=C(NNC(=O)c1cc2ccccc2[nH]1)OCc1ccccc1	11%	·
O=C(Nc1ccccn1)c1sc2ccc([N+](=O)[O-])cc2c1Cl	3%	·
CCCCC(OC(=O)CNC(=O)c1ccccc1)C(=O)Nc1cc(C(F)(F)F)ccc1Cl (stereo unspecified)	10%	·
Cc1cc(C)nc(NC(=S)N2CCN(c3cc(Cl)c(Cl)cc3Cl)CC2)c1	?	·
Cc1cc2c(s1)c1cnn(Cc3cccc(F)c3F)c(=O)c1n2C	-2%	·
Cc1ccc(NS(=O)(=O)c2cc3c(cc2/C=C/c2ccccc2)NC(=O)CO3)cc1C	10%	·
Cc1c(P(=S)(c2ccccc2)c2ccccc2)c2ccccc2n1CCCc1ccccc1	-7%	·
CC(=O)Nc1sc2c(c1-c1ccccc1F)CCNC2	1%	·
Cc1ccc(CNc2ncc(N3CCCCC3)cn2)cc1	9%	·
Cc1ccc(-c2ccc(=O)n(CCNC(C)c3ccco3)n2)cc1 (stereo unspecified)	-3%	·
CCOc1ccc(CCNC(=O)c2cc3sccc3n2Cc2ccncc2)cc1OCC	6%	·
O=S(=O)(NC1CCN(S(=O)(=O)c2c(F)cccc2F)CC1)c1ccc2c(c1)OCCO2	17%	·
COc1cc(NS(=O)(=O)c2cccc([N+](=O)[O-])c2)c2ncccc2c1	22%	·
Fc1cc(Nc2nc(-c3ccncc3)nc3ccccc23)ccc1-c1cccc(C(F)(F)F)c1	-19%	·
O=S(=O)(Nc1ccc(S(=O)(=O)Nc2nccs2)cc1)c1ccc2ccccc2c1	10%	·
Cc1cc(C)c(C)c(S(=O)(=O)N2CCN(S(=O)(=O)c3ccc4c(c3)OCCO4)CC2)c1C	12%	·
CC(=O)Nc1sc2c(c1-c1nc(-c3ccccc3)cs1)CCN(C(C)C)C2	-10%	·
CC1(C)COC(=O)[C@@H]1O[C@@H]1O[C@H](CO)[C@@H](O)[C@H](O)[C@H]1O	12%[57.5 µM]	5%
OC[C@H]1O[C@@H](OCCc2ccc(O)cc2)[C@H](O)[C@@H](O)[C@H]1O	22%[57.5 µM]	10%[53.3 µM]
